Screens: PubChem, several laboratories
hgDAF-12 ag: H. glycines DAF-12 receptor agonists, primary screen, cell-based, luminescence, HEK293, GAL4 fusion, UAS-luciferase | HEK293 GAL4-hgDAF12 UAS-luciferase reporter, agonist luminescence; normalized to butyrate control | Nuclear hormone receptor DAF-12 (Heterodera glycines), GAL4 fusion | hit rate 1.8% among 370,000 | activation, % at 6.8 µM;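 active = activation above a cutoff set at the mean of all screened compounds plus 3 SD, cut at about 10% in these data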;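 also: 0% = DMSO wells and 100% = sodium butyrate wells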
MBD2 inh: inhibitors of MBD2 binding to methylated DNA, primary screen, biochemical, TR-FRET, DNA-binding domain, human. Methyl-CpG-binding domain protein 2 (Homo sapiens), Q9UBB5. hit rate 0.31% among 370,000. inhibition, % at 4.4 µM. AID 686964, 2013. MBD2 binding to methylated oligonucleotide; in the data active = inhibition above about 13%
Target sequence (Q9UBB5 whole entry, looked up, the tested form may be a part): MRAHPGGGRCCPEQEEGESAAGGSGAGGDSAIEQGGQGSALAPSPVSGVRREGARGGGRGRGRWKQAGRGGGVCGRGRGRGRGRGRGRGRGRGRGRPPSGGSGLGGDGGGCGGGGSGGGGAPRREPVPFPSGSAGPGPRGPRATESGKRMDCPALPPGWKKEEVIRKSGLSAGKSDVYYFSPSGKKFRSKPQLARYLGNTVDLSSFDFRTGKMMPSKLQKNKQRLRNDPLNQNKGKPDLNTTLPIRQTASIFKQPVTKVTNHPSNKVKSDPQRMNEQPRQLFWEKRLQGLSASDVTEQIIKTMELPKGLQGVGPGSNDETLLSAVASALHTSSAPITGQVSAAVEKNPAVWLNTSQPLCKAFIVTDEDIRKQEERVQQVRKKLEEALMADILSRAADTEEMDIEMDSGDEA
PLCb3 inh: human PLC-beta3 inhibitors, primary screen, biochemical, fluorescence. Purified PLC-beta3, fluorogenic substrate. inhibition, % at 12.2 µM. hit rate 0.18% among 370,000. AID 720704, 2013; in the data active = inhibition above about 11%;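 also: 0% = median of compound wells on plate and 100% = full blocker control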
ADAM17 inh: ADAM17 inhibitors, primary screen, biochemical, QFRET; AID 720648, 2013; Disintegrin and metalloproteinase domain-containing protein 17 (Homo sapiens), P78536; recombinant ADAM17, EDANS/DABCYL FRET peptide cleavage; inhibition, % at 6.95 µM; hit rate 0.83% among 370,000;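 active = inhibition above the mean of compounds lying between control limits plus 3 SD, set per campaign, cut at about 8.5% in these data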;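 also: 0% = DMSO-only wells as the low control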
Target sequence (P78536 215-824 limits assumed): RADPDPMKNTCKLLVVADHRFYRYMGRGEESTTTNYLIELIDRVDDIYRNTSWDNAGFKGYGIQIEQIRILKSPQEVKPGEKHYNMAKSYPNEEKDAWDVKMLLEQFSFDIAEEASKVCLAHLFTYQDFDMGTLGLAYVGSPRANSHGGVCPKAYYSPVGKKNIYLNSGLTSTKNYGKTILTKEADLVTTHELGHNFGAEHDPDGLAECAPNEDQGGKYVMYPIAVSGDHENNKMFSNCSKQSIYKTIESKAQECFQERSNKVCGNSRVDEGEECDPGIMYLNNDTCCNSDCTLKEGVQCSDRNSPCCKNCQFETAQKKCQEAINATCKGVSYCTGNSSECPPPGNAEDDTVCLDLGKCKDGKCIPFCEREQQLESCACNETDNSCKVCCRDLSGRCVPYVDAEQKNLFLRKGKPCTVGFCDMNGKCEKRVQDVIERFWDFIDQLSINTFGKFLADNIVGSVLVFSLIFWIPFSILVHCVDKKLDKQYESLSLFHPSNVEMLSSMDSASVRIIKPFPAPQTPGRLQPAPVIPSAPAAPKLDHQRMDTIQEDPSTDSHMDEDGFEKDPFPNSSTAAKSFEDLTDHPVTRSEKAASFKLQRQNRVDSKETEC
DAX1 inh-1: DAX1 (NR0B1) inhibitors, primary screen, cell-based, HEK293, Gal4-DAX1, luciferase luminescence; Nuclear receptor subfamily 0 group B member 1 (Homo sapiens), P51843; HEK293 Gal4-DAX1 luciferase reporter; inhibition, % at 6.75 µM; hit rate 0.99% among 340,000; AID 504766, 2011;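 active = inhibition above the mean over all tested compounds plus 3 SD, cut at about 4.2% in these data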;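 also: 0% = DAX1-transfected cells with DMSO and 100% = empty-vector control cells with DMSO; inhibition shows as a rise in luminescence from relieved DAX1 repression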
ssDAF-12 act: S. stercoralis DAF-12 nuclear receptor activators, primary screen, cell-based, luminescence, HEK293, GRIP1 co-expression, lit1-tk-luc; activation, % at 6.8 µM; HEK293 ssDAF-12/GRIP1 lit1-tk-luc reporter; % of 3 µM dafachronic acid response; AID 652126, 2013; hit rate 1% among 370,000; Nuclear hormone receptor DAF-12 (Strongyloides stercoralis);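 active = activation above the mean over all tested compounds plus 3 SD, cut at about 0.9% in these data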;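 also: 0% = DMSO-only wells and 100% = 3 µM delta7-dafachronic acid wells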
Rev-erbA mod: modulators of Rev-erb alpha DNA binding, primary screen, biochemical, FITC-DNA, fluorescence polarization, uHTS | Nuclear receptor subfamily 1 group D member 1 (Homo sapiens), P20393 | Rev-erbα–FITC-DNA binding, 90 min | activity, % at 10 µM | hit rate 0.79% among 370,000;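 active = activity above about 14%, limit read from the data; passing the limit was not always enough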;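 also: 0% = DMSO wells with 35 nM protein and 100% = DMSO wells with 750 nM protein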
SMARCA2 act: SMARCA2 (BRM) function activators, primary screen, cell-based, luminescence, high throughput | MG213 cells, MMTV-luciferase reporter, dexamethasone, overnight | activation, % at 9.1 µM | hit rate 1% among 370,000 | AID 652017, 2013; in the data active = activation above about 7.8%;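 also: 0% = vehicle wells and 100% = reference activator wells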
PLCg1 inh: PLC-gamma1 enzyme inhibitors, primary screen, biochemical, fluorescence, purified enzyme. fluorogenic substrate. inhibition, % at 12.2 µM. hit rate 0.84% among 370,000. AID 720700, 2013; in the data active = inhibition above about 9.5%
hcDAF12 agonist: H. contortus DAF-12 nuclear receptor activators, primary screen, cell-based, luminescence, HEK293, lit1-tk-luc reporter; HEK293 hcDAF-12 lit1-tk-luc reporter; 0% DMSO, 100% Δ7-dafachronic acid; activation, % at 6.8 µM; hit rate 1.4% among 370,000; AID 652067, 2013;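 active = activation above the mean of all tested compounds plus 3 SD, cut at about 5.5% in these data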;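 also: 100% = response to 3 µM Δ7-dafachronic acid high control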
DAX1 inh-2: DAX1 (NR0B1) inhibitors on StAR promoter, primary screen, cell-based, luminescence, SF-1 (NR5A1), full-length DAX-1; HEK293T StAR-luciferase reporter, SF-1/DAX-1 repression relief; inhibition, % at 6.8 µM; hit rate 1.1% among 370,000; AID 652010, 2013;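 active = inhibition above the mean over all tested compounds plus 3 SD, cut at about 3.6% in these data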;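 also: 0% = DAX-1 cells with DMSO and 100% = cells lacking DAX-1 with DMSO; higher inhibition means more luminescence from relief of DAX-1 repression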
* = called active by the depositor; i = inactive; . = not tested or not shown; & = joins results of further samples. Not a hit list; about 7.4% have a hit in one of these screens.

SMILES | hgDAF-12 ag | MBD2 inh | PLCb3 inh | ADAM17 inh | DAX1 inh-1 | ssDAF-12 act | Rev-erbA mod | SMARCA2 act | PLCg1 inh | hcDAF12 agonist | DAX1 inh-2
CC1CCCCC1NC(=O)CCCn1c(=S)[nH]c2ccsc2c1=O (stereo unspecified) | 0.1 | 1 | 2 | -3 | 0.9 | -1.2 | 0 | 3 | 1 | -1.4 | -1.2
CCOC(=O)c1c(NC(=O)COC(=O)c2nc(Cl)ccc2Cl)sc2c1CCC2 | -4.8 | 0 | -1 | -3 | -0.1 | -0.9 | 0 | -1 | 0 | -2.3 | -0.5
COCCn1c(SCC#N)nnc1-c1ccccc1 | -0.6 | -9 | 2 | 3 | 0.1 | -1.0 | -1 | -3 | 4 | 0.6 | 0.0
CCN(CC)Cc1c(O)c(Cl)cc2c3c(c(=O)oc12)CCCC3 | 0.2 | -3 | i | i | 1.7 | -1.0 | 4 | 3 | i | -1.6 | 0.2
Cc1ccc2nc3nc(NCC4CCCO4)c(C(=O)NC4CCCC4)cc3c(=O)n2c1 (stereo unspecified) | 1.2 | -6 | -440 | i | 0.0 | -0.3 | -6 | 1 | -436 | -2.9 | 0.4
CN1CCC(=NNC(=O)CSc2ccc(Cl)cc2)CC1 | 0.5 | -3 | 4 | -4 | 0.9 | -0.3 | -2 | 3 | -1 | -1.5 | -0.1
CCOC(=O)[C@@H]1CCN(Cc2ccccc2)C[C@H]1c1ccccc1 | 2.0 | -5 | -5 | 2 | . | -1.1 | 7 | 3 | 2 | -2.1 | -0.2
Cc1[nH][nH]c(=O)c1C(c1ccc(Br)cc1)c1c(C)[nH][nH]c1=O | -4.0 | -8 | -7 | -3 | -1.3 | -1.6 | 0 | -1 | 2 | -1.6 | -0.4
C=CCn1c(C)c(C(C)=O)c(N2CCN(C(c3ccccc3)c3ccccc3)CC2)nc1=S | -3.4 | 2 | -3 | 2 | -2.8 | -0.9 | 2 | -1 | -1 | -1.5 | -0.7
CC(=O)Nc1cccc(NC(=O)c2ccccc2OCc2ccccc2)c1 | 1.7 | 2 | -5 | 1 | -2.2 | -1.4 | 9 | -2 | 0 | -2.5 | -0.4
NS(=O)(=O)c1ccc(-c2c(-c3ccccc3)sc3ccccc23)cc1 | 3.3 | 14* | -5 | 2 | -0.2 | 0.1 | -2 | -2 | 8 | 0.3 | -0.1
Cc1cc(C)cc(NC(=O)COC(=O)Cc2ccccc2F)c1 | 3.2 | -4 | -8 | 0 | 0.6 | -0.5 | 2 | -2 | 2 | -1.1 | 1.3
O=C(O)c1ccc(NS(=O)(=O)c2ccc(Cl)c(Cl)c2)cc1O | -1.1 | -2 | -22 | 0 | -0.1 | -1.3 | -1 | 2 | -19 | -1.0 | 0.3
O=[N+]([O-])c1cc2ncccc2c2ncccc12 | -8.6 | -10 | 3 | -3 | -3.3 | -1.2 | -4 | -4 | 3 | -1.1 | -4.3
Cc1ccc(-c2cc(C(=O)N(C)CC(=O)Nc3ccccc3Br)c3ccccc3n2)o1 | -2.7 | -5 | i | i | -2.5 | -1.7 | -4 | -2 | i | -1.4 | -4.4

In a second layout: five of the compounds above.
Fields – hgDAF-12 ag	MBD2 inh	PLCb3 inh	ADAM17 inh	DAX1 inh-1	ssDAF-12 act	Rev-erbA mod	SMARCA2 act	PLCg1 inh	hcDAF12 agonist	DAX1 inh-2
- Cc1cc(C)cc(NC(=O)COC(=O)Cc2ccccc2F)c1
 : 3.2	-4	-8	0	0.6	-0.5	2	-2	2	-1.1	1.3
- CCN(CC)Cc1c(O)c(Cl)cc2c3c(c(=O)oc12)CCCC3
 : 0.2	-3	i	i	1.7	-1.0	4	3	i	-1.6	0.2
- CC1CCCCC1NC(=O)CCCn1c(=S)[nH]c2ccsc2c1=O (stereo unspecified)
 : 0.1	1	2	-3	0.9	-1.2	0	3	1	-1.4	-1.2
- O=[N+]([O-])c1cc2ncccc2c2ncccc12
 : -8.6	-10	3	-3	-3.3	-1.2	-4	-4	3	-1.1	-4.3
- CN1CCC(=NNC(=O)CSc2ccc(Cl)cc2)CC1
 : 0.5	-3	4	-4	0.9	-0.3	-2	3	-1	-1.5	-0.1

Carrying on:
SMILES | hgDAF-12 ag | MBD2 inh | PLCb3 inh | ADAM17 inh | DAX1 inh-1 | ssDAF-12 act | Rev-erbA mod | SMARCA2 act | PLCg1 inh | hcDAF12 agonist | DAX1 inh-2
CCOC(=O)c1sc(NC(=O)CSc2nncs2)c(C(=O)OCC)c1C | -0.5 | 2 | 0 | -4 | -0.8 | -0.8 | 0 | 0 | 1 | -0.2 | 0.6
c1ccc(C2Nc3ccccc3-c3nc4ccccc4n32)cc1 (stereo unspecified) | 11* | 0 | i | i | 2.5 | -0.1 | 2 | 4 | i | 1.2 | 1.6
Cc1nn(-c2ccccc2)c2c1P(=O)(O)/C(=C1\N(C)c3ccccc3C1(C)C)C=N2 | -0.9 | -2 | -101 | -4 | 0.3 | 0.1 | -4 | -1 | -86 | -3.6 | 0.8
CCOc1ccc(OCCCC(=O)Nc2cc(Cl)ccc2-n2cncn2)cc1 | -2.3 | -4 | -3 | -2 | 0.0 | -1.7 | 7 | 0 | 2 | -0.6 | -1.9
CCOc1cc(-c2nc(-c3ccccc3OC)no2)cc(OCC)c1OCC | 0.8 | 2 | 3 | 2 | -0.1 | -0.8 | 2 | 0 | 2 | -1.8 | 0.0
N#Cc1ccc(-c2nc3c4ccccc4ccn3c2Cc2ccccc2C(F)(F)F)cc1 | 8.5 | -5 | -37 | -10 | . | 0.1 | -3 | -4 | -26 | 4.3 | -2.2
COc1ccc(S(=O)(=O)N2CCOCC2)cc1Br | 0.6 | 4 | 1 | 0 | -0.9 | -0.8 | 7 | -3 | 1 | 0.1 | 1.1
C[C@H](CO)N1C[C@H](C)[C@@H](CN(C)Cc2ccc(Cl)c(Cl)c2)Oc2c(NC(=O)C3CC3)cccc2C1=O | -1.4 | -6 | -2 | 4 | -0.3 | -1.4 | 3 | -3 | -2 | -1.0 | -1.1
O=C(CSc1nnc(NC(=O)c2ccc(F)cc2F)s1)NC1CCCC1 | 2.8 | 1 | -2 | 0 | 1.1 | -0.8 | -2 | -1 | 1 | 2.0 | 0.6
O=C(COc1cccc(F)c1)Nc1nc(-c2ccncc2)cs1 | 1.7 | 4 | -31 | -4 | 0.5 | -1.5 | -11 | -1 | -21 | -2.2 | 0.9
CCN(CC)CCNC(=O)c1nn(-c2ccc(C)cc2)c(=O)c2c1c1ccccc1n2C | 3.4 | 1 | -157 | -30 | 1.6 | -0.7 | 4 | 3 | -145 | 1.4 | 1.0
CC(C)=CCN1CCN(Cc2cn(C(C)C)c3ccccc23)CC1CCO (stereo unspecified) | -0.5 | -5 | -4 | 1 | 0.6 | -0.9 | -1 | -1 | 1 | -0.6 | -0.2
CN(C)CCCN1c2ccccc2CCc2ccc(Cl)cc21 | 5.5 | 1 | 0 | -5 | -1.1 | -1.6 | -4&5 | 0 | 1 | 1.8 | 0.5
Cc1ccc(N(CC(=O)NCCSCc2ccco2)S(C)(=O)=O)cc1 | -0.3 | 3 | -2 | -3 | 0.5 | -1.8 | -6 | -1 | 0 | 0.2 | 0.2
COc1cccc(-c2c(C(=O)N/N=C(\C)c3ccco3)nnn2-c2nonc2N)c1 | -1.4 | -6 | -11 | -5 | 1.5 | -1.0 | -1 | -5 | -3 | -1.2 | -0.2
CNC(=O)C(=O)NCC1OCCN1S(=O)(=O)c1ccc2c(c1)OCCO2 (stereo unspecified) | -1.7 | 1 | -1 | -4 | 0.7 | -1.2 | 0 | -1 | -1 | -0.6 | -0.1
CC(NC(=O)C(=O)NCCN1CCN(C(=O)c2ccccc2Br)CC1)c1ccccc1 (stereo unspecified) | 1.2 | 4 | -4 | -2 | 1.6 | -0.9 | 2 | -1 | 0 | -2.1 | -0.1
O=c1c2cnn(-c3ccccc3)c2ncn1Cc1cccc(Cl)c1 | -3.1 | 0 | 3 | -1 | 0.5 | -1.3 | -5 | 1 | 3 | -0.4 | 0.6
C/C=C/C(=O)N1CC2(CC(c3cccc(NC(=O)CC(c4ccccc4)c4ccccc4)c3)=NO2)C[C@H]1C(N)=O (stereo partly specified) | -2.8 | 2 | 3 | 4 | 1.8 | -1.0 | 0 | 0 | 1 | -0.7 | -0.7
CCC1=C(OC(=O)N(CC)CC)N2C(=O)OC(=NCCOC)[C@]2(Cc2ccccc2)[C@H]2C1=CC[C@H]1C(=O)NC(=O)[C@H]12 | -1.8 | 1 | -2 | -2 | 0.4 | -0.5 | -5 | 0 | -1 | -0.9 | 0.3
COc1ccccc1N1CC(C(=O)NC2CCCCCC2)CC1=O (stereo unspecified) | 2.5 | 4 | 1 | 4 | -1.1 | -1.2 | -4 | 4 | -1 | -0.8 | 1.1
CN(Cc1ccc(Cl)cc1)C(=O)COC(=O)c1ccc(-c2ccc(O)cc2)cc1 | 1.6 | 2 | -53 | -3 | 0.1 | -1.9 | 0 | 0 | -45 | 3.2 | 0.6
COCc1cc(=O)n2[nH]c(SC)nc2n1 | 3.4 | -7 | 1 | -1 | 1.0 | -1.0 | 1 | 3 | 1 | -0.8 | -0.5
CC(=O)c1ccc(NC(=O)COC(=O)c2ccccc2Nc2ccccc2)cc1 | 1.0 | -11 | -90 | -120 | -0.7 | -1.2 | 4 | -2 | -77 | -2.8 | -0.2
O=C(O)C1CC1(c1ccccc1)c1ccccc1 (stereo unspecified) | 0.8 | 1 | -9 | -4 | 0.5 | -1.3 | 1 | 0 | 1 | -1.1 | -0.6
O=C(NCc1cccc2ccsc12)c1cccs1 | 2.7 | 1 | 6 | 1 | 2.3 | -1.6 | -4 | 4 | 3 | 0.9 | 0.7
